# Bioassay records as filed in PubChem BioAssay.
# CHO-K1 Ca antag: M1 antagonist counterscreen hit in parental CHO-K1 cells; ATP-induced calcium, Fluo-8 fluorescence; 360,000 tested, 0.6% active; inhibition, % at 3 µM;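 active = inhibition above a per-plate cutoff, the plate's mean sample inhibition plus 3 SD, cut at about 24% in these data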;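 also: 0% = DMSO plus EC80 ATP and 100% = DMSO alone without ATP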
# V1aR counter: V1a receptor agonism, counter-screen for OXTR agonists; activation, % at 3 µM; CHO-V1R cells, Fluo-8 calcium fluorescence, agonist mode; 0% DMSO, 100% 3 nM vasopressin; 320,000 tested, 0.25% active; P37288;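 active = activation above the mean activation of all tested compounds plus 3 SD, per screening run, cut at about 20% in these data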;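 also: signal is peak over basal fluorescence ratio across a 100 second FLIPR read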
# Target sequence (P37288 whole entry, looked up): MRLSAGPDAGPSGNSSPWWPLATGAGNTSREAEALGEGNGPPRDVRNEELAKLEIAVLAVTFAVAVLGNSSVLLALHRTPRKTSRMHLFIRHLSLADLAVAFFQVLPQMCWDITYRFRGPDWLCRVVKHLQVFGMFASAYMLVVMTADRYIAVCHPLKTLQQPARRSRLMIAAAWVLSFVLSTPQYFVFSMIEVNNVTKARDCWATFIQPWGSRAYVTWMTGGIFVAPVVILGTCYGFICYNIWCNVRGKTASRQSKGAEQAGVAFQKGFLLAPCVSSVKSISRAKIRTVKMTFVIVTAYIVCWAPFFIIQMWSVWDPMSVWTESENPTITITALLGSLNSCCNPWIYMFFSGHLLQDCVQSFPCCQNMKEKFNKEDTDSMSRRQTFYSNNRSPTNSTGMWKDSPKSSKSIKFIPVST
# CHO parental Ca: counter-screen: ATP calcium response change in parental CHO cells; 330,000 tested, 0.63% active; AID 463079; inhibition, % at 5.6 µM; parental CHO-K1, ATP-induced calcium, Fluo-8 fluorescence;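 active = inhibition above that plate's mean sample inhibition plus 3 SD, cut at about 26% in these data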;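 also: 0% = ATP-challenged DMSO wells and 100% = DMSO wells without ATP; some compounds past the cut are filed as inactive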
#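 Test system: parental CHO cells; detection: calcium-sensitive Fluo-8 fluorescence; evaluation: percent inhibition of calcium signal; also added: ATP as calcium-mobilizing challenge; repeats: one well per compound; control set: ATP-challenged DMSO wells low, unchallenged DMSO wells high; compound: single nominal dose of 5.6 µM per compound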
# CHRM1 agonist: human M1 muscarinic receptor agonism. P11229. CHO-K1 hM1, Fluo-8 calcium fluorescence, agonist mode; 0% DMSO, 100% acetylcholine EC100. activation, % at 3 µM. 360,000 tested, 0.33% active. AID 588814;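 active = activation above the run's mean compound activation plus 3 SD, cut at about 16% in these data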;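 also: peak over basal fluorescence ratio within a 140 s kinetic read after compound addition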
# Target sequence (P11229 whole entry, looked up): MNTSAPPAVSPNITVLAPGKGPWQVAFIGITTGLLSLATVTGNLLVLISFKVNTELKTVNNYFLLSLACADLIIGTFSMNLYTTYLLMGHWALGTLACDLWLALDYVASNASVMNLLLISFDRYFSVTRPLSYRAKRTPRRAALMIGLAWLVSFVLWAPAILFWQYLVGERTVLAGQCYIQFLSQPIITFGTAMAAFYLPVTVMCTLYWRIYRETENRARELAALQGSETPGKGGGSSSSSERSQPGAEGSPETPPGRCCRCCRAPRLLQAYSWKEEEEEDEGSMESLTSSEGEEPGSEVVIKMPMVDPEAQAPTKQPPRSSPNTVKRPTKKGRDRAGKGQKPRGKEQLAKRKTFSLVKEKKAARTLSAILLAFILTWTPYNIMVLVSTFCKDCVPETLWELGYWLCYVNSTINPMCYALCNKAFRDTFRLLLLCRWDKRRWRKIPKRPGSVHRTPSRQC
# TAAR1 agonist: agonists of human TAAR1; Q96RJ0; CHO RD-HGA16 TAAR1, Fluo-8 calcium fluorescence; vehicle wells 0%, saturating PEA agonist 100%; activation, % at 3 µM; 360,000 tested, 0.99% active;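 active = activation above the mean activation of all test compounds in the run plus 3 SD, cut at about 38% in these data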
#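 Benchmarks: low control DMSO, high control PEA (EC100); System: CHO RD-HGA16 cells carrying human TAAR1 plus Gα16; Detection: Fluo-8 fluorescence, 5 s baseline then 140 s kinetic read; Schedule: 17-24 h plating, Fluo-8 75 min 37 °C, 30 min RT; Read-out basis: % activation from peak over basal fluorescence ratio, DMSO-to-PEA scaled.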
# M1 PAM parental: nonselective activator or artifact in parental CHO-K1 calcium assay. ATP EC20, Fluo-8 calcium fluorescence; 0% at ATP EC20, 100% at ATP max. activation, % at 3 µM. 360,000 tested, 0.02% active. AID 602247;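 active = activation above the run cutoff, the mean activation of all test compounds plus 3 SD, cut at about 40% in these data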;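 also: peak over basal fluorescence ratio in a 140 s read after ATP addition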
# TAAR1 antagonist: human TAAR1 antagonism; Q96RJ0; CHO RD-HGA16 TAAR1, Fluo-8 calcium fluorescence, antagonist; inhibition, % at 3 µM; 360,000 tested, 1.5% active; AID 624466;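 active = inhibition above a per-plate cutoff, the mean inhibition of test compounds on that plate plus 3 SD, cut at about 49% in these data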;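 also: 0% = DMSO plus EC80 beta-PEA response and 100% = DMSO alone without agonist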
#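 Material: CHO RD-HGA16 cells bearing hTAAR1; compound dosing: one-point dosing, 3 µM nominal final; schedule: dye loading 75 min at 37 °C, then 30 min room temperature; measured by: calcium fluorescence with Fluo-8; control set: vehicle and agonist controls; replication: n of 1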
# M1 ag parental: counter-screen for M1 agonists: effect in parental CHO-K1 cells; 360,000 tested, 0.48% active; Fluo-8 calcium fluorescence; scaled to maximal ATP response, vehicle zero; activation, % at 3 µM; in the data active = activation above about 15%;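 also: untransfected CHO-K1 host cells lacking M1 receptor as counterscreen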
# OXTR potentiator: potentiates the human oxytocin receptor response | P30559 | CHO-OTR cells, Fluo-8 calcium fluorescence, potentiator mode; 0% = oxytocin EC15, 100% = EC100 | activation, % at 3 µM | 320,000 tested, 0.061% active;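 active = activation above that plate's cutoff, the mean activation of tested compounds plus 3 SD, cut at about 6.6% in these data, passing the limit was not always enough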;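 also: 100% uses oxytocin at 75 nM as the full agonist control; some results filed as inactive read as strong as hits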
#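 Material: CHO-OTR cells, human receptor; compound dosing: single dose, 3.0 µM nominal final compound concentration; schedule: 6 min compound pre-incubation at room temperature, 100 s kinetic read; measured by: kinetic Fluo-8 calcium fluorescence; read-out basis: % activation vs EC15 and EC100 oxytocin; controls: EC15 oxytocin alone as 0%, 75 nM oxytocin as 100%; replicates: singlicate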
# * = called active by the depositor; nt = not tested or not shown.
# Second line of a record: TAAR1 agonist	CHO parental Ca	V1aR counter	OXTR potentiator	TAAR1 antagonist	M1 ag parental	CHO-K1 Ca antag	CHRM1 agonist	M1 PAM parental
CCOc1cc(C(=O)NCCN2CCOCC2)cc(OCC)c1OCC
→ 0	-11	-0.1	2	9	-0.3	9	2	-1
CCOC(=O)/C=C1\SCC(=O)N1CCOc1cccc(Br)c1
→ 7	-8	0.8	-9	-12	0.1	-3	-2	5
CN1CCN(CCCNC(=O)CCCOc2cc(=O)n(C)c3ccccc23)CC1
→ 3	-5	0.7	-3	-9	0.1	1	-6	6
O=C(Nc1nnc(Cc2ccccc2)s1)c1cccs1
→ 8	24	1.2	-10	-23	0.0	1	-1	6
O=C(CCN1C(=O)C2CCCCC2C1=O)Nc1ccc(OC(F)F)cc1 (configuration not stated)
→ 1	-17	-0.6	-13	5	0.3	0	-1	-11
C[C@@]12C(=O)Nc3cc(Cl)ccc3C(=O)N1[C@H]1c3cc(Cl)ccc3OC[C@@H]1[C@@H]2c1ccccc1
→ 5	-11	2.6	-6	-12	-0.4	-11	-5	9
N#Cc1cccc(S(=O)(=O)NCCOc2ccccc2F)c1
→ 2	-7	1.2	-8	5	1.4	-12	0	1
CCOC(=O)C(=O)NNc1cccc(C)c1C
→ 5	1	-0.8	-1	-10	0.4	-10	0	26
Cc1ccccc1NC(=O)CN1CCC(n2nnc3ccccc32)CC1
→ 10	-28	0.4	-10	11	1.1	-14	-4	17
CCCCC/C=C/C1=CC(=O)C[C@H](c2ccc(Cl)cc2)C1
→ 3	-18	-0.2	1	-17	0.1	-18	-5	17
O=C(CN1CCN(S(=O)(=O)c2ccc(Cl)cc2)CC1)NC(=O)NC1CCCCC1
→ 1	-10	5.3	-19	-1	3.7	-9	-1	13
COCCCNC(=O)Cc1coc2ccc3ccccc3c12
→ 1	-13	0.2	3	-11	0.6	-10	-6	9
O=C(NC(=S)Nc1ccc2c(c1)OCCO2)c1cccc(Br)c1
→ 9	-17	3.2	-7	-25	6.2	-7	-6	33
N#CC1=C(N)OC2=C(C(=O)CCC2)[C@]12C(=O)N(CC(N)=O)c1ccccc12
→ 4	-1	1.5	-5	-15	0.2	-9	-5	15
COc1ccc(/C=C/c2nc(S(=O)(=O)c3ccccc3)c(N(C)C)o2)cc1
→ 0	6	2.4	-7	-20	0.0	-11	-2	17
CCOc1ccc(-c2nc(CSCC(=O)NCCN3CCOCC3)c(C)o2)cc1
→ 3	-17	1.6	4	13	0.3	-18	-3	23
O=c1cc(CO)occ1OCc1c(F)cccc1Cl
→ 8	-2	1.0	2	-4	2.3	-6	-6	16
COc1ccccc1N1CCN(CCCNC(=O)Nc2ccccc2C)CC1
→ 8	-26	-0.1	-11	-2	0.9	-12	-5	21
NC(=O)COC(=O)c1ccccc1OCc1ccccc1Cl
→ 4	-9	-1.0	4	4	0.4	-20	-2	9
CC1Oc2ccccc2N(Cc2cccnc2)C1=O (configuration not stated)
→ 7	-3	0.4	1	-12	1.2	-11	-4	2

# Just M1 ag parental, TAAR1 agonist and TAAR1 antagonist, for some of the entries so far:
SMILES	M1 ag parental	TAAR1 agonist	TAAR1 antagonist
CCOC(=O)C(=O)NNc1cccc(C)c1C	0.4	5	-10
N#Cc1cccc(S(=O)(=O)NCCOc2ccccc2F)c1	1.4	2	5

# (listing goes on)
# Second line of a record: TAAR1 agonist	CHO parental Ca	V1aR counter	OXTR potentiator	TAAR1 antagonist	M1 ag parental	CHO-K1 Ca antag	CHRM1 agonist	M1 PAM parental
Cc1ccc(NC(=O)c2cc(NC(=O)c3ccco3)ccc2N2CCCCC2)cc1
→ 11	-17	-0.4	-10	8	0.3	-4	-3	11
COc1cccc(NC(=S)Nc2ccc(F)cc2)c1
→ 2	-2	0.4	-3	3	0.9	-9	-2	0
Cc1ccc(-c2cnn3c(N4CCOCC4)cc(C)nc23)cc1
→ -3	nt	nt	nt	-12	-0.2	-4	-1	12
CCCS(=O)(=O)N1CCN(C(=O)c2cccc(OC)c2)CC1
→ 12	-1	1.9	2	3	0.3	2	-2	5
CCCCOc1ccccc1N
→ 9	-9	2.0	-6	2	0.6	-15	-1	17
O=C(/C=C/[C@H]1O[C@@H](n2ccc(=O)[nH]c2=O)[C@H](O)[C@@H]1O)NCCN1CCCC1
→ 1	nt	nt	nt	2	-0.2	-15	-2	0
CCCCc1ccc(NC(=S)NCCc2ccc(S(N)(=O)=O)cc2)cc1
→ 4	-1	1.3	-12	30	2.1	-6	-3	6
Cc1nnsc1C(=O)NNc1ccc(C(C)C)cc1
→ 0	-21	-1.3	-2	-12	0.0	6	-2	-2
CCc1ccc(Nc2nnc(SCC(=O)NC(=O)CN3CCCC3=O)s2)cc1
→ 5	-19	-0.3	-3	-27	-0.3	-12	-8	-3
COc1cccc(C(=O)c2ccccc2NC(C)=O)c1
→ 1	nt	nt	nt	-10	0.1	-6	-5	14
Cc1cnc(C(=O)N2CCCC(N3CCN(c4ccccc4C)CC3)C2)cn1 (configuration not stated)
→ 1	-19	0.2	-1	-26	0.5	-7	-4	0
Cc1ccc(/C=N/NC(=O)Cn2nnc(N)n2)cc1
→ 3	-3	0.9	1	-20	-0.1	-3	-1	-16
COc1ccc(C)cc1NC(=O)c1cc(S(=O)(=O)N2CCC3(CC2)OCCO3)ccc1F
→ 0	-4	-0.3	-1	-9	-0.1	-17	-2	20
CC(C)(C)OC(=O)N1CCCC(C(=O)Nc2ccc(C(=O)N3CCOCC3)cc2)C1 (configuration not stated)
→ 9	-7	1.1	-3	5	0.8	-6	0	11
O=c1[nH]n2c(=O)c3c([nH]c2c1N=Nc1cccc(C(F)(F)F)c1)CCCC3
→ -2	5	0.0	-13	17	-0.7	-8	-4	18
O=C(O)CC(NC(=O)c1ccco1)c1ccco1 (configuration not stated)
→ 3	nt	nt	nt	-17	1.1	-6	-1	5
CCOC(=O)c1c2ccccc2[n+]([O-])n1[C@@H](C)C(N)=O
→ 23	-7	1.4	-4	-4	0.2	-1	-4	9
CNc1ccc([N+](=O)[O-])cc1C(=O)O
→ 0	-9	0.3	0	-22	0.8	-8	1	-19
CC(=O)Nc1ccc(NC(=O)C2CCCN(S(=O)(=O)c3ccc(Cl)cc3)C2)cc1 (configuration not stated)
→ 0	-8	-0.4	-14	10	0.8	-9	-4	-14
O=C(NNc1c2ccccc2nc2ccccc12)c1ccccc1O
→ 10	4	3.6	-16	54*	11	-2	-6	7
O=C(CNC(=O)C1CCCCC1)OCC(=O)c1ccc(F)cc1
→ 3	-1	1.3	2	-17	0.4	8	-2	-14
O=S(=O)(NCc1ccccn1)c1cc(OCC(F)(F)F)ccc1OCC(F)(F)F
→ 6	-1	-0.1	0	-25	-0.1	3	-5	-10
COc1ccccc1CCNC(=O)C(=O)NCC1OCCN1S(=O)(=O)c1ccc(OC)c(OC)c1 (configuration not stated)
→ 40*	-22	2.6	-4	-17	0.4	7	-1	3
Cc1ccc(OCc2cc(C(=O)NCC(C)c3ccccc3)no2)cc1C (configuration not stated)
→ 5	-14	2.0	-4	-11	1.4	-7	-3	0
Cc1ccc(Nc2nc(N)c([N+](=O)[O-])c(N3CCOCC3)n2)cc1
→ -1	-19	-1.6	3	2	1.3	-5	-6	12
O=C(CN1C(=O)c2ccccc2C1=O)Nc1nccs1
→ 5	-24	-0.1	-4	3	-0.1	-12	-3	19
C[C@@H](C(=O)NCC1CC1)[C@@H]1C[C@@]1(C)[C@@H](NC(=O)OCc1ccccc1)c1ccccc1
→ 5	-37	-0.5	-3	-6	-0.7	-13	-2	17
Cc1cc(OCC(=O)C(C)(C)C)c2c(-c3ccccc3)cc(=O)oc2c1
→ 4	-15	-1.5	-8	46	1.9	2	-5	2
Cc1ccc(S(=O)(=O)N2CCN3CCCC3C2)cc1 (configuration not stated)
→ 0	-3	4.6	-6	-24	0.4	1	-8	5
CC(O)Cc1cn([C@@H](CCCCN)C(=O)N2CCNCC2)nn1 (some centres not stated)
→ 0	7	3.0	3	-12	0.9	-17	-3	15
CC(C)CC(C(=O)N1CCOCC1)N1Cc2ccccc2C1=O (configuration not stated)
→ 7	-1	-0.2	-13	-8	0.2	-16	0	21
CS(=O)(=O)Nc1cccc(NC(=O)C2Cc3c(-c4ccco4)ccnc3O2)c1 (configuration not stated)
→ 6	nt	nt	nt	0	3.0	9	-1	8
CCOC(=O)CC(=O)CSc1ccc2nnc(-c3ccc(F)cc3)n2n1
→ 7	-34	-0.8	1	1	0.9	-9	-6	14
Cc1cc(N2C(=O)[C@@H]3[C@H](C2=O)[C@@H]2C[C@H]3C(Br)C2Br)no1 (some centres not stated)
→ 5	-11	0.6	0	-21	0.2	0	2	-4
O=C(NC1CCCCC1)c1cc(-n2cnnc2)ccc1Cl
→ 1	-3	0.7	-1	-15	0.5	-5	-3	-4
COc1ccc2c(ccn2S(=O)(=O)c2ccccc2)c1
→ 3	1	0.3	-20	-17	7.7	-5	-6	-1
COc1ccc(S(=O)(=O)N2CCc3ccccc32)cc1C(=O)O
→ 0	-9	0.9	4	-16	1.6	-17	-5	23
N#CCc1ccc(OCCCN2CCC(C(O)(c3ccccc3)c3ccccc3)CC2)cc1
→ 24	nt	nt	nt	9	1.9	-7	nt	18
Cc1cccc(NC(=O)c2ccc(S(=O)(=O)NCc3ccco3)cc2)n1
→ 1	-7	7.2	-13	-3	7.0	-5	1	-3
NC(=O)N/N=C/c1cccc(OCc2ccc(F)cc2)c1
→ 0	-8	3.7	-14	0	2.2	0	-2	6
CCCCCn1cnc2c(=S)nc(N)[nH]c21
→ -2	nt	nt	nt	1	0.0	6	0	9
COc1cccc(NC(=O)CN(C)CC(=O)Nc2ccc3c(c2)OCO3)c1
→ -1	-11	-1.1	-2	-7	-0.3	-18	-2	-10
CC(C)CN1CCCC(N2CCN(c3cccc(Cl)c3)CC2)C1 (configuration not stated)
→ 0	4	0.0	-4	-2	9.5	0	-10	12
Cc1onc(-c2ccccc2)c1C(=O)N/N=C/c1ccc(Br)cc1
→ 6	-11	2.4	-6	-3	1.1	-3	-4	0
Cc1cc(C(C)(C)C)cc(C)c1N
→ 4	1	0.6	2	21	1.1	-7	-8	9
Cc1ccc(C)c(N/C=C(\C#N)c2nc3ccccc3o2)c1
→ 9	-18	1.2	-4	-14	0.0	-8	-3	7
